Assay outcomes as filed in PubChem BioAssay.
PrPC surface inh = inhibitors of human cell surface prion protein PrPC; 370,000 compounds, 0.43% hits; inhibition, % at 13.8 µM; P04156; TR-FRET read-out; in the data active = inhibition above about 24%; note: 0% = median of the test wells and 100% = reference compound wells
BoNT-F LC inh = inhibitors of Botulinum neurotoxin F light chain protease | inhibition, % at 10 µM | Multiplex microsphere protease cleavage assay, flow cytometry | 360,000 compounds, 0.22% hits; in the data active = inhibition above about 35%, passing the limit was not always enough; inconclusive = no clear call, values can overlap the other calls; note: plate controls were buffer without enzyme for full effect and enzyme alone for no effect
TcdB inh = inhibitors of Clostridioides difficile toxin B glycohydrolase. P18177. TcdB glycohydrolase enzymatic assay, plate reader. inhibition, % at 9.99 µM. 350,000 compounds, 0.24% hits. AID 652162; in the data active = inhibition above about 10%
PfHsp40 rescue = rescue of PfHsp40-mediated yeast toxicity; S. cerevisiae expressing PfHsp40, growth rescue, ATP luminescence; growth rescue, % at 12.5 µM; 340,000 compounds, 0.68% hits; in the data active = growth rescue above about 28%, passing the limit was not always enough; inconclusive = no clear call, values can overlap the other calls;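 note: yeast W303a lacking pdr1 and pdr3 grown in galactose medium; growth measured after three days at 30 °C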
Anthrax LF inh2 = inhibitors of Bacillus anthracis lethal factor protease. P15917. multiplex microsphere protease cleavage assay, LF. inhibition, % at 10 µM. 360,000 compounds, 0.12% hits. AID 588501; note: plate controls were buffer without enzyme for full effect and enzyme alone for no effect
Target sequence (P15917 whole entry, looked up): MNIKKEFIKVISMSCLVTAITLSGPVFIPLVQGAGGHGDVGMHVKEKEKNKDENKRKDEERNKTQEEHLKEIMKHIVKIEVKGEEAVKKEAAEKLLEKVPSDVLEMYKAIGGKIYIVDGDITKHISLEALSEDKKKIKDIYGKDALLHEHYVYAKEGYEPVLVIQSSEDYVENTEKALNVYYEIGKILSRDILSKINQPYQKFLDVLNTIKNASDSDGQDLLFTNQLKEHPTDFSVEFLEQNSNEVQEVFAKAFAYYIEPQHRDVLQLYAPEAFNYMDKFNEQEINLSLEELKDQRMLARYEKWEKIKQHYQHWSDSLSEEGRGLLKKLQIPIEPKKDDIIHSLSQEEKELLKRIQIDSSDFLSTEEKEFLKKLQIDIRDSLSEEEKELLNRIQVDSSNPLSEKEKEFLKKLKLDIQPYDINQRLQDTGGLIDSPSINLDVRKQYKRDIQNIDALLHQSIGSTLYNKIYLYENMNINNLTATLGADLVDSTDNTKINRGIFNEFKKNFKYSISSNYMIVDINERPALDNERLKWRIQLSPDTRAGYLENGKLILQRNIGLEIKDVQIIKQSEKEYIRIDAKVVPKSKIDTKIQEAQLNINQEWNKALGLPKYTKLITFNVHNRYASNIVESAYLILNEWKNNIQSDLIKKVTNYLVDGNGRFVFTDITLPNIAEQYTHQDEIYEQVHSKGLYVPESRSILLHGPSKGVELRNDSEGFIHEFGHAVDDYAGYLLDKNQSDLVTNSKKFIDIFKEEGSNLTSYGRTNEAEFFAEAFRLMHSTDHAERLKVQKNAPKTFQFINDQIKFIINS
BoNT-A LC inh2 = inhibitors of Botulinum neurotoxin A light chain protease. inhibition, % at 10 µM. multiplex microsphere protease substrate cleavage, flow cytometry. 360,000 compounds, 0.17% hits; note: plate controls were buffer without enzyme for full effect and enzyme alone for no effect
CCHFV vOTU inh = blocks the CCHF virus ovarian tumor domain protease; 370,000 compounds, 0.55% hits; inhibition, % at 11.5 µM; CCHFV vOTU protease, Pep-AMC fluorescence; AID 651958; in the data active = inhibition above about 30%; note: 0% = vehicle wells with enzyme and 100% = no enzyme wells
FadD28 FP inh = inhibitors of Mycobacterium tuberculosis FadD28 bisubstrate binding; AID 588549; inhibition, % at 12.5 µM; FadD28 bisubstrate probe binding, fluorescence polarization; 360,000 compounds, 0.22% hits; in the data active = inhibition above about 8.5%, passing the limit was not always enough; inconclusive = no clear call, values can overlap the other calls
Yp Topo-I inh = Y. pestis Topo-I inhibition via cleavage products. activity, % at 10 µM. Y. pestis Topo-I cleavage product accumulation, plate reader. AID 504884. 360,000 compounds, 0.064% hits; in the data active = activity above about 50%, passing the limit was not always enough; inconclusive = no clear call, values can overlap the other calls; note: inactives centre near 2
* marks the source's active call; other numbers are inactive results; ? = inconclusive; · = no result given; & = joins results of further samples. Cut-off read from the data, not from the text of the source, unless noted: active = inhibition above about 30%; inconclusive = no clear call, values can overlap the other calls; inactive = below that.

SMILES | PrPC surface inh | BoNT-F LC inh | TcdB inh | PfHsp40 rescue | Anthrax LF inh2 | BoNT-A LC inh2 | CCHFV vOTU inh | FadD28 FP inh | Yp Topo-I inh
Cc1cc(C)n(C(=O)CNC(=O)c2ccco2)n1 | 1.8 | -4.0 | 0.4 | -0.6 | -1.3 | -0.8 | 16.4 | -3.3 | -11.9
O=C(c1cn(-c2ccccc2)nc1-c1ccccc1)n1nnc2ccccc21 | -1.7 | -51.6 | · | 0.6 | -0.2 | -3.0 | 4.4 | -6.9 | 6.9
O=C(Nc1ccc(S(=O)(=O)N2CCCC2)cc1)c1cccnc1 | 0.1 | -6.4 | · | 1.8 | -3.7 | -0.4 | 15.2 | -2.0 | 1.5
Cc1ccccc1-c1cc(C(=O)N2CCCC2)c2ccccc2n1 | -2.7 | -4.1 | 0.9 | -1.0 | -1.1 | 0.7 | -4.1 | ? | 2.1
Cc1cc(=O)oc2cc(N3C(=O)CC(Cc4ccccc4)C3=O)ccc12 (stereo not given) | 1.5 | -5.4 | 1.1 | 0.1 | -3.5 | -0.3 | -8.0 | -3.8 | -6.3
CC(NC(=O)c1ccc(S(=O)(=O)C(F)F)cc1)c1ccccc1 (stereo not given) | 4.5 | -7.6 | 3.0 | 0.3 | -0.2 | -2.4 | 17.4 | -0.5 | 2.7
CN(NC1OC(=O)c2ccccc21)c1ccc(C(F)(F)F)cc1[N+](=O)[O-] (stereo not given) | -3.9 | -0.4 | 0.8 | · | -9.1 | -0.2 | -2.2 | 0.1 | 5.3
COc1ccc2ccc(O)c(CN3CCN(S(=O)(=O)c4cccc(C(F)(F)F)c4)CC3)c2c1 | -0.8 | -1.7 | -1.5 | 0.4 | 4.4 | 1.8 | 24.5 | 0.1 | -1.6
CCOc1cc(-c2nn3cnnc3s2)cc(OCC)c1OCC | -6.8 | 2.2 | · | 17.7 | 1.7 | -0.7 | -8.0 | -5.6 | -2.3
C/C(=N\NC(=O)C1(C)CC1(Br)Br)c1ccc([N+](=O)[O-])cc1 (stereo not given) | -4.7 | -2.7 | 0.5 | -0.6 | 1.1 | 0.0 | -8.1 | -0.8 | 0.9
COc1ccc(CC(=O)Oc2ccc(Cl)cc2Br)cc1S(=O)(=O)N1CCOCC1 | 2.4 | 11.1 | 0.8 | 0.2 | -0.7 | 3.5 | -8.7 | -0.1 | 11.5
O=C(Nc1ccccc1C(=O)N1CCOCC1)C1CC(=O)N(C2CCCC2)C1 (stereo not given) | -6.5 | -4.5 | · | -0.3 | 0.0 | -0.2 | -5.2 | 1.5 | 7.1
COc1ccc(N2CCN(CC(=O)N3N=CCC3c3ccccc3)CC2)cc1 (stereo not given) | 2.8 | -3.8 | 1.3 | 1.0 | 0.5 | -0.3 | -5.2 | -0.3 | -1.8
Cc1ccc(S(=O)(=O)N2CCC(C(=O)Nc3ccc4c(c3)OCO4)CC2)cc1 | 0.9 | -6.2 | · | -0.1 | -0.2 | -0.9 | -1.9 | -1.2 | -4.5
CN(CC#CC1(O)c2ccccc2-c2ccccc21)Cc1ccccc1 | 4.4 | 12.3 | · | 0.4 | 3.4 | 1.4 | 14.7 | -2.2 | -0.9
COc1ccc(C(=O)Nc2cccc(C)c2)cc1 | 7.2 | -7.9 | · | -0.7 | 1.3 | -1.9 | 10.8 | -4.0 | -1.0
O=[N+]([O-])c1cccc(CN2C[C@@]34C=C[C@@H](C[C@@H]3S2(=O)=O)O4)c1 | -7.5 | 9.5 | 0.0 | -0.9 | -3.8 | -0.3 | 6.7 | -4.0 | -4.2
O=C(C1CC1)N1CCc2cc(S(=O)(=O)N3CCN(c4ccccc4)CC3)ccc21 | -1.1 | -2.0 | 2.3 | -0.1 | -1.8 | 1.0 | 4.0 | -1.2 | 1.7
COCCN(C(=O)COC(=O)CCc1nc2ccccc2s1)c1c(N)n(Cc2ccccc2)c(=O)[nH]c1=O | -5.5 | -5.4 | -0.1 | 1.1 | -2.6 | -0.1 | 12.7 | 3.9 | 1.1
O=C(NN1CCOCC1)c1cc(-c2ccccc2)nc2ccccc12 | 0.6 | -1.3 | · | -2.0 | -5.4 | 1.1 | -6.3 | -1.8 | 4.5
COc1ccc(C2(CNC(=O)c3cccc([N+](=O)[O-])c3)CCOCC2)cc1OC | -15.4 | -1.7 | · | 0.7 | -0.3 | -0.6 | -15.4 | -0.4 | 10.1
Cc1ccc2cc(CNC(C)C)c(=O)[nH]c2c1 | -6.5 | -2.4 | · | -0.8 | -3.1 | 0.9 | -4.5 | -4.7 | 2.5
Cc1cccc(Nc2cc(=O)[nH]c(=O)[nH]2)c1 | 2.9 | -7.2 | 0.0 | 0.2 | -4.3 | -0.3 | 2.3 | -1.3 | 10.4
C/C(=N\NC(=S)Nc1c(C)cccc1C)c1ccc(O)cc1 | -2.5 | 5.0 | 1.2 | -0.5 | -2.1 | 0.2 | 5.0 | 0.9 | 3.3
Cc1onc(-c2ccccc2Cl)c1C(=O)Nc1ccc(-c2cn3cccnc3n2)cc1 | · | 0.4 | · | 1.0 | -1.7 | ? | · | -5.7 | 0.9
O=C(COc1ccccc1)N1CCN(S(=O)(=O)c2cccc([N+](=O)[O-])c2)CC1 | -7.2 | 1.4 | 0.3 | -0.7 | -0.9 | -0.8 | -11.5 | 1.2 | -1.4
COc1cc(C(=S)N(C)C)ccc1O | -2.3 | 7.8 | · | -0.6 | 1.9 | 0.9 | 8.6 | -3.5 | -5.6
CC(C)(C)n1nnnc1C(c1ccccc1)N1CCN(c2ccccc2)CC1 (stereo not given) | -1.9 | -6.6 | -1.8 | · | 0.2 | -0.7 | 1.4 | · | ·
COc1cccc(CNC(=O)Cc2ccc(-n3c(=O)[nH]c4ccccc4c3=O)cc2)c1 | -4.7 | -6.1 | 1.3 | -1.3 | -4.6 | -1.2 | -18.6 | -0.7 | 2.6
O=C(CSc1nncc2ccccc12)Nc1cccc(C(=O)O)c1 | 2.1 | 0.1 | 1.0 | 1.0 | 4.8 | 0.4 | 2.0 | -1.8 | 7.2
CN1OC[C@@H]2CN(Cc3cc(Cl)cc(Cl)c3)[C@H](c3cccc(Oc4ccccc4)c3)C[C@@H]21 | 7.7 | -3.3 | 0.4 | 0.0 | -1.6 | -0.6 | 12.9 | -2.4 | 9.3
CCn1c(CCc2ccccc2)n[nH]c1=S | -8.9 | 2.6 | -0.5 | 0.3 | 0.6 | 0.1 | 5.8 | -6.1 | 6.4
Cn1c(=O)oc2cc(S(=O)(=O)NCc3ccccn3)ccc21 | -2.7 | -1.2 | 0.2 | 0.4 | -5.9 | -0.6 | -3.4 | -2.1 | 1.7
Nc1nc(-c2ccco2)c(-c2ccco2)s1 | -3.7 | -34.5 | · | -0.3 | -3.8 | 0.3 | 11.2 | 1.4 | 4.5
COC(=O)c1ccc(/C=N/N2CCN(Cc3ccccc3)CC2)cc1 | -2.9 | -10.7 | · | 0.2 | -5.1 | -0.8 | 12.6 | -2.6 | 5.4
Cc1ccc(C2C(C#N)=C(N)Oc3n[nH]c(-c4cccs4)c32)s1 (stereo not given) | -0.4 | -19.4 | · | -1.9 | -1.0 | -2.2 | -3.4 | -1.3 | -3.4

Another view of some results above:
molecule,PrPC surface inh,BoNT-F LC inh,TcdB inh,PfHsp40 rescue,Anthrax LF inh2,BoNT-A LC inh2,CCHFV vOTU inh,FadD28 FP inh,Yp Topo-I inh
CC(C)(C)n1nnnc1C(c1ccccc1)N1CCN(c2ccccc2)CC1 (stereo not given),-1.9,-6.6,-1.8,·,0.2,-0.7,1.4,·,·
CCn1c(CCc2ccccc2)n[nH]c1=S,-8.9,2.6,-0.5,0.3,0.6,0.1,5.8,-6.1,6.4

New compounds follow:
SMILES | PrPC surface inh | BoNT-F LC inh | TcdB inh | PfHsp40 rescue | Anthrax LF inh2 | BoNT-A LC inh2 | CCHFV vOTU inh | FadD28 FP inh | Yp Topo-I inh
CCC1CN(C(=O)N2CCC(C(=O)NCc3ccccc3OC)CC2)c2cc(C)ccc2O1 (stereo not given) | 3.3 | 13.2 | 0.8 | 0.8 | -1.4 | 3.1 | 3.1 | -0.8 | 3.1
CC(=O)c1cccc(NC(=O)c2cccc3c(-c4cccnc4)coc23)c1 | 5.4 | -1.5 | -0.2 | · | 1.2 | 0.1 | 5.9 | -1.9 | -5.7
N#CC1=C(Nc2ccccc2Cl)SC(c2ccccc2O)NC1=O (stereo not given) | -5.6 | 10.1 | 1.5 | 6.4 | 4.0 | 2.5 | -5.7 | 0.3 | -2.9
Cc1ccccc1C1N=C2Oc3ccccc3C=C2C(=O)N1 (stereo not given) | -2.9 | -7.0 | 0.7 | · | -5.8 | -0.7 | -89.5 | -1.9 | ·
COc1ccc(NC(=O)C(=O)NCC(=O)Nc2cccc(C(F)(F)F)c2)cc1 | -2.4 | -3.0 | 1.5 | 0.1 | -4.8 | -0.2 | -8.9 | -1.6 | -10.2
COc1ccc(-c2c(C#Cc3ccc(N(C)C)cc3)c3ccccc3n2C)cc1 | 0.2 | -71.6 | 0.3 | -0.4 | -28.8 | 1.8 | 2.1 | -2.0 | -15.1
O=C(O)C(O)(c1ccccc1)C1CCCC1 (stereo not given) | 1.6 | -15.2 | · | -1.2 | -3.1 | -0.3 | 2.5 | -2.5 | 6.6
CCOC(=O)C1CCN(C(=S)NC2CC3C=CC2C3)CC1 (stereo not given) | 3.4 | · | 0.7 | -1.6 | · | · | 16.0 | -0.7 | -5.9
CCCS(=O)(=O)NC(=O)C1(C)CCN(C(=O)c2ccc(F)cc2Cl)C1 (stereo not given) | · | -7.4 | · | · | -1.5 | -0.3 | · | -2.5 | 0.3
COc1ccc([N+](=O)[O-])cc1NS(=O)(=O)c1cc(C(=O)N2CCN(C)CC2)ccc1OC | -14.7 | -7.2 | -0.3 | -0.5 | -6.3 | -0.1 | -8.6 | -2.7 | -6.6
CC(C)NC(=O)N1Cc2cc(C(=O)NC3CCCCC3)nc(-c3cccc(-c4cccnc4)c3)c2[C@@H]1CCO | 0.8 | -6.1 | 0.0&1.4 | · | 5.3 | -0.3 | 2.7 | · | ·
O=C(NC1(C(F)(F)F)NC(=O)N(c2ccccc2F)C1=O)c1ccncc1 (stereo not given) | 2.3 | -5.5 | 0.6 | -1.0 | 0.4 | 0.4 | -1.6 | 0.4 | -3.8
CCCCN1Cc2cc(C(=O)c3cc(F)ccc3O)cnc2NC1=O | -2.4 | -9.6 | · | 0.4 | -0.7 | 1.5 | 12.5 | -0.1 | 8.7
C[C@H]1CN([C@@H](C)CO)C(=O)c2cc(Br)cnc2O[C@H]1CN(C)Cc1ccccc1C(=O)O | 1.5 | 11.5 | 0.1&0.2 | · | 2.7 | 0.2 | 8.0 | -5.0 | 2.0
COc1cc(/C=N/NC(=O)c2ccc3c(c2)OCCO3)c(Br)c(Br)c1O | -0.8 | · | 2.9 | 0.4 | · | · | 23.0 | 2.0 | -15.9
O=C(CCCn1cc([N+](=O)[O-])cn1)NCc1ccccc1 | 0.7 | 3.5 | 0.4 | 0.7 | -2.7 | -0.5 | 11.0 | -0.6 | -0.9
Cn1c(CNc2ccc(Cl)cc2)nc2ccccc21 | 7.0 | -6.7 | · | -0.2 | -2.5 | 0.1 | 8.2 | -6.0 | -0.2
Cc1cccc(Oc2coc3cc(OC(=O)c4cccs4)ccc3c2=O)c1 | 3.7 | 6.8 | · | -0.4 | -3.8 | 0.7 | 5.9 | -4.8 | 19.7
Cc1nn(C)c(C)c1/C=C/C(=O)O | 9.9 | 4.4 | 0.6 | 0.3 | 3.9 | 0.6 | -6.3 | -1.7 | 9.7
COc1ccc(Br)cc1/C=N/N1CCN(Cc2ccccc2)CC1 | -5.2 | 8.9 | 1.4 | 4.7 | ? | 0.2 | -3.6 | -2.6 | 7.7
COc1ccc(N2CC(C(=O)OCC(=O)NCc3ccccc3)CC2=O)cc1 (stereo not given) | -10.6 | 0.8 | 2.2 | -0.8 | 6.5 | 1.5 | -15.9 | 0.1 | -7.4
